Assay outcomes from PubChem.
SMN2 splice enh: SMN2 splice variant enhancement; Potency, µM (top dose mostly 46.1 µM), inactives show at the top dose activity change, positive = activation, usual class: activators; 210,000 compounds, 2.8% hits; HEK293 SMN2-luciferase splicing reporter, luminescence, 30-36 h; also: potency is read from the fitted curve at half-maximal effect; % of control where 0% means no effect; nearly all actives have a fitted effect of over 55% in size
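qHTS luciferase splicing reporter: luminescence rises when SMN2 exon 7 is included in transfected HEK293 cells. Compound exposure lasted 30-36 h at 37C, with 4.5 mM final sodium butyrate as control, followed by a ONE-Glo read.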
HttQ103 aggreg: inhibitors of mutant huntingtin aggregate formation in PC12 cells; PC12 HttQ103-GFP aggregates, Acumen cytometry, 40 h; Potency, µM (series often up to 46.1 µM), for the others: top-dose activity change, negative = inhibition, actives largely listed as inhibitors; 220,000 compounds, 1.1% hits; AID 1688; also: potency is read from the fitted curve at half-maximal effect; % is scaled to controls: 0 for no effect and ±100 for the full control effect; nearly all actives have a fitted effect of over 60% in size
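PC12 cells stably carrying ecdysone-inducible HTT exon 1 Q103–GFP were induced with tebufenozide (100 nM final) and treated with library compounds in titration. GFP aggregates in lysates were counted by laser scanning cytometry.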
Luc counter: Kinase-Glo luciferase inhibition (counter-screen) | Q27757 | Kinase-Glo luciferase, ATP luminescence, 8 min | Potency, µM (titrated, usually from 38.3 µM), without a hit: top-dose activity change, negative = inhibition, most hits filed as inhibitors | 200,000 compounds, 0.28% hits; also: potency is read from the fitted curve at half-maximal effect; % is scaled to controls: 0 for no effect and ±100 for the full control effect; nearly all actives have a fitted effect of over 60% in size
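Luminescence was the read-out, taken after 8-minute incubation at ambient temperature. Luciferase turned over luciferin with 10 uM ATP in imidazole pH 7.2 buffer containing KCl, MgCl2, Tween 20 and BSA.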
HTT ATP protect: cytoprotection in Huntington HTT-Q103 PC12 cell model; PC12 HTT-Q103 induced, cytoprotection, ATP luminescence, 40 h; Potency, µM (series often up to 56.4 µM), for inactives: cytoprotection (ATP increase), usual class: activators; 230,000 compounds, 0.14% hits; AID 1471;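 also: potency is read from the fitted curve at half-maximal effect; % of control where 0% means no effect; nearly all actives have a fitted effect of over 45% in size; toxic huntingtin expression switched on by the ecdysone agonist tebufenozide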
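Quantitative HTS on tebufenozide-induced (100 nM) PC12 cells expressing HTTQ103 exon 1–GFP; compounds tested as a concentration series; survival measured via cellular ATP.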
LMNA splice mod: LMNA splicing modulation; HeLa LMNA splicing GFP/RFP minigene ratio, 48 h; Potency, µM (series often up to 46.1 µM), for inactives: at the top dose ratio change, negative = inhibition, usual class: inhibitors; 200,000 compounds, 0.01% hits; active = well fitted inhibition curve with a large enough effect in the signal ratio, with a control signal flat, not every such curve was filed as active; inconclusive = small, poorly fitted or top-dose-only effect, or effect the other way, or a change in a side signal; the % refers to the signal ratio; also: potency is read from the fitted curve at half-maximal effect; % is scaled to controls: 0 for no effect and ±100 for the full control effect
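S3 HeLa stable clones carrying a lamin A-EGFP splicing minigene plus DsRed2 were seeded at 600 cells/well in Opti-MEM with 2% FBS, pin-dosed and incubated 48 h at 37°C. Acumen cytometry (488 nm) gave the GFP/RFP total-intensity ratio.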
CBFb RUNX1 block: inhibitors of human CBF-beta and RUNX1 interaction. Q01196+Q13951. AlphaScreen CBFb-His/RUNX1-biotin binding, biochemical. Potency, µM (doses to about 59.8 µM), for the others: top-dose activity, negative = inhibition, usual class: inhibitors. 230,000 tested, under 10 active. AID 1477; also: % of control where 0% means no effect
Target sequence (Q01196 whole entry, looked up): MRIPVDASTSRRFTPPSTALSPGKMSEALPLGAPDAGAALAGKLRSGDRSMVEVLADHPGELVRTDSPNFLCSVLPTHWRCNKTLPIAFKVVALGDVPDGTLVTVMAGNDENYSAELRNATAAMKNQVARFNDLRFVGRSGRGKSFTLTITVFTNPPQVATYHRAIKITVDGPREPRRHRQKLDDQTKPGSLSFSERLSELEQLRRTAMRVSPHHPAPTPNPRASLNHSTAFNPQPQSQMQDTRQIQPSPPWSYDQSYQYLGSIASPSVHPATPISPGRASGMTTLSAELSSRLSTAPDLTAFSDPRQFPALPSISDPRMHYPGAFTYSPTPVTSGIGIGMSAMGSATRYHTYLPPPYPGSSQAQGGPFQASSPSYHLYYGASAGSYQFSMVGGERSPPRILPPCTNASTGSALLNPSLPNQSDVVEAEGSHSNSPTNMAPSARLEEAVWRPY
Target sequence (Q13951 whole entry, looked up): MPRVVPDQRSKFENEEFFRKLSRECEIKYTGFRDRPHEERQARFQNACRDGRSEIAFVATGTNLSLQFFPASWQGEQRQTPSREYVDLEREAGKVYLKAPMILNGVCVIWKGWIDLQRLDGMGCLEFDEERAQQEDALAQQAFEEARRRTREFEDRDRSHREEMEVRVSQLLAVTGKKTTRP
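Proteins preincubated together for 20 min at RT before compound addition; 15 min later, nickel and streptavidin beads were added and left 90 min prior to AlphaScreen measurement.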
IMPase Li cell: IMPase inhibition in cells with lithium potentiation; Potency, µM (doses to about 59.4 µM), inactives show top-dose activity, negative = IMPase inhibition, actives largely listed as inhibitors; CHO-M1 cells, IP1 TR-FRET (IP-One), carbachol + lithium; 210,000 compounds, 0.35% hits;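 also: IP1 builds up when IMPase is blocked and the TR-FRET signal falls; potency is read from the fitted curve at half-maximal effect; plate controls were basal vehicle for no effect and high inhibitor control for full effect; nearly all actives have a fitted effect of over 50% in size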
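Concentration–response in CHO-M1 cells, lithium-potentiated; 30 min at 37C. IP1 detected by competitive TR-FRET after 10 min lysis at RT. Hill-fitted AC50.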
* marks the source's active call; other numbers are inactive results; ? = inconclusive; nt = not tested or not shown; & = joins results of further samples; [ ] = dose if it differs, or a comment. Unless noted, calls follow the shape of the dose curve; as a rule, active = well fitted curve in the direction sought with a large enough effect; inconclusive = small, poorly fitted or top-dose-only effect, or another doubt; inactive = no such curve, though single readings can be large; an effect the other way counts as inactive or inconclusive.

SMILES	SMN2 splice enh	HttQ103 aggreg	Luc counter	HTT ATP protect	LMNA splice mod	CBFb RUNX1 block	IMPase Li cell
CCCOc1ccccc1Nc1nnc(C)c(=O)[nH]1	50.8%	1.7%	1.3%	10.2%	3.7%	5.2%	9.5%[38.3 µM]
COc1ccc(C)cc1NC(=S)N1CCN(S(C)(=O)=O)CC1	-14.6%	2.3%	4.0%	17.5%[0.074 µM]	-0.3%	-1.5%	-3.3%
CCOc1ccc(C(C#N)N2CCOCC2)cc1OC (centres undefined)	?	-2.5%	-3.9%	13.3%	13.0%	8.3%	1.4%[38.3 µM]
Cc1ccc(S(=O)(=O)NC(C)(C)CSc2ncccn2)cc1	-13.7%	10.7%[9.22 µM]	-2.7%	7.2%[10 µM]	nt	-1.5%	2.3%
COc1cc(CN(C)Cc2cc(=O)n3ccsc3n2)ccc1OC(F)F	-77.9%[inhibitor]	?	-4.5%	?	nt	12.9%	-2.9%
COC(=O)C1=C(C(=O)OC)[C@@H]2N(C)c3ccccc3[C@@]23C[C@@H](CO)N(C(=O)NCCBr)C3=N1	nt	1.2%[9.22 µM]	nt	-7.7%[10 µM]	nt	12.3%	nt
CCN(CC)C(=O)Cn1c(=O)n(CCCCCC(=O)Nc2ccccc2)c(=O)c2sccc21	5.5%&-11.1%	2.6%	1.0%	-11.4%[10 µM]	-17.7%	21.0%	4.4%
O=C(CC1C(=O)NCCN1Cc1ccc(-c2ccccc2)cc1)NC1CCC1 (centres undefined)	-7.3%	-8.7%[9.22 µM]	-0.3%	-1.3%[10 µM]	nt	4.1%	7.6%
CCCNc1ncnc2nc[nH]c12	-19.4%	?	3.0%	-4.3%[10 µM]	1.5%	20.3%	24.9%[38.3 µM]
O=C(CCSc1ccc(Cl)cc1)Nc1cccnc1	-8.2%	nt	-7.0%	nt	nt	-0.4%	16.3%
C=C1CCN(C(Cc2ccccc2)C(=O)OC)S(=O)(=O)c2ccc(F)cc21 (centres undefined)	nt	21.5%[9.22 µM]	nt	31.8%[10 µM]	nt	22.5%&10.9%	nt
COc1ccc(-c2nnn(CC(=O)N(Cc3ccco3)C(C(=O)NCC3CCCO3)c3ccco3)n2)cc1 (centres undefined)	-8.0%	10.7%	3.4%	20.5%[10 µM]	-7.5%	7.7%	7.4%
CCOC(=O)Cn1c(=O)c(-c2ccccc2NC)nc2ccccc21	-0.1%	-6.3%	-5.5%	-2.8%[10 µM]	-11.2%	-6.2%	-12.4%[38.3 µM]
N#CCCn1c(Cl)nc2ccccc21	3.5%	nt	9.0%	-7.5%[0.074 µM]	?	6.9%	-6.8%[38.3 µM]
CCCC(C)(C)NC(=O)CCCCC(=O)NC(C)(C)CCC	-19.8%	3.0%	-4.6%	16.0%[10 µM]	-0.7%	2.9%	-13.2%[38.3 µM]
Cc1cc(C)c(/C=N/n2c(C)cc(C)c(C#N)c2=O)c(C)c1	-8.5%	2.0%	-5.0%	nt	19.6%	7.2%	-0.7%
CCOC(=O)C1=NN(c2ccccc2)C(=O)C1	nt	-2.7%[9.22 µM]	nt	-0.5%[10 µM]	nt	4.1%	nt
CCN(C(=O)c1coc(=O)c2ccccc12)c1cc(OC)ccc1OC	23.3%	-1.8%	3.2%	8.6%[10 µM]	-15.1%	6.0%	4.0%
CC(=O)Nc1cccc(N/C(N)=N/c2nc(C)cc(C)n2)c1	nt	-6.4%[9.22 µM]	-1.9%	-0.1%[10 µM]	nt	-0.9%	8.4%
CCOc1ccccc1OCCCNCc1ccco1	0.4%	7.0%	-0.2%	15.4%[0.074 µM]	-5.0%	5.9%	6.5%
CC(C)(C)c1ccc(C(=O)N2CCC(C(=O)NCC3CCCO3)CC2)cc1 (centres undefined)	11.2µM*	0.5%	-0.2%	-5.7%	-7.5%	8.2%	6.0%[38.3 µM]
Cn1c(Cl)c(C(=O)Nc2ccccc2)c2ccccc21	-4.1%	3.6%	-8.1%	-11.8%	6.8%[0.0737 µM]	7.9%	4.0%[38.3 µM]
CC(C)(C)c1cc(C(=O)Nc2cccc3ccccc23)ccn1	-19.5%	-12.4%	-2.3%	-4.0%[10 µM]	?	11.9%	8.1%
CCN(c1ccccc1)S(=O)(=O)c1ccc(C(=O)Nc2nnc(C3CC3)o2)cc1	-40.8%[inhibitor]	?	4.8%	11.1%[10 µM]	?	-21.0%	-2.2%
CCN(CC)C(=O)C1CCCN(Cc2ccc(F)c(F)c2)C1 (centres undefined)	2.1%	13.6%	0.1%	13.3%[0.074 µM]	-2.8%	4.8%	1.1%[38.3 µM]
S=c1[nH]nc(-c2cc(-c3ccsc3)n[nH]2)n1-c1cccc2ccccc12	-55.1%[inhibitor]	26.7%	2.4%	nt	nt	1.7%	-8.3%
COc1cccc(-c2nc(-c3ccc(NC(=O)c4cccs4)cc3)no2)c1	-16.5%	1.4%	0.4%	-20.5%	?	4.6%	14.1%[38.3 µM]
O=C(CCn1nnc2ccccc21)NNC(=O)C1CCCCC1	-34.8%	-0.3%	3.0%	-59.0%[inhibitor]	nt	6.2%	-1.3%
CC(C)(C)NC(=O)CSc1nc(-c2ccc(F)cc2)cs1	14.1µM*	-4.0%	-5.2%	-106.5%[inhibitor]	nt	11.6%	13.8%
Cc1ccc(CS(=O)(=O)CCC(=O)NCCCN2CCCC2)cc1	4.3%	2.0%	1.0%	-17.4%	4.2%	-2.5%	-12.4%[38.3 µM]
COC(=O)c1nn(-c2ccc3c(c2)CCN3C(C)=O)cc1O	?	2.6%	11.2µM*	-45.3%[inhibitor]	-2.0%	-2.4%	-20.7%[38.3 µM]
Cc1ccc(Cl)cc1NC(=O)C(Cc1ccccc1)N1C(=O)C2C3CCC(C3)C2C1=O (centres undefined)	-13.5%	8.1%	0.5%	11.3%[10 µM]	-11.5%	27.2%	9.9%
CCOC(=O)c1cnc(-n2nc(C)cc2C)nc1NCCc1ccccc1	-22.4%	12.6µM*	-2.0%	-69.9%[inhibitor]	?	?	15.4%[38.3 µM]
CC1c2ccccc2N(NC(=O)Cc2ccccc2)C1C (centres undefined)	nt	9.4%[9.22 µM]	nt	-4.5%[10 µM]	nt	-2.3%	nt
COc1cccc(CNCCc2c[nH]c3ccccc23)c1OCc1ccccc1	-26.4%	-22.1%	0.7%	13.9%[10 µM]	?	-8.0%	17.4%
CC(=O)OC[C@H]1O[C@@H](n2ccc(=O)[nH]c2=S)C(OC(C)=O)C1OC(C)=O (some centres undefined)	1.5%	9.3%	0.8%	10.9%	9.0%	-3.9%	-6.2%[38.3 µM]
Cc1nn(Cc2cccc(F)c2)c(C)c1NC(=O)c1c(Cl)cnn1C	-19.7%	-12.0%	0.0%	nt	-3.0%	-2.5%	3.9%
CCN1CCN(C(C)C(=O)Nc2c(C)n(C)n(-c3ccccc3)c2=O)CC1 (centres undefined)	-8.6%	10.9%	0.2%	-4.0%	?	3.1%	-13.5%[38.3 µM]
Cc1ccc(-n2ncc3c(=O)n(CC(=O)OCc4ccccc4)cnc32)cc1	-7.8%	3.9%	-5.7%	4.9%	5.6%	1.3%	1.9%[38.3 µM]
CCCCN(CC)CCNC(=O)c1cn(-c2ccc(Cl)cc2)c(=O)c2ccccc12	-44.5%[inhibitor]	-5.5%	0.8%	-29.7%	nt	-0.2%	6.2%

Structures above that bear a hit mark in HttQ103 aggreg:
compound	SMN2 splice enh	HttQ103 aggreg	CBFb RUNX1 block	IMPase Li cell
CCOC(=O)c1cnc(-n2nc(C)cc2C)nc1NCCc1ccccc1	-22.4%	12.6µM*	?	15.4%[38.3 µM]

Further compounds:
SMILES	SMN2 splice enh	HttQ103 aggreg	Luc counter	HTT ATP protect	LMNA splice mod	CBFb RUNX1 block	IMPase Li cell
O=[N+]([O-])c1nn(-c2ccc3c(c2)OCCO3)n(O)c1=NCc1ccc(F)cc1Cl	3.55µM*	-8.6%	2.0%	-34.4%[inhibitor]	?	-1.9%	-3.1%
CCCCNC(=O)C(Cc1ccccc1)NS(=O)(=O)c1ccc2c(c1)c(=O)n(C)c(=O)n2C (centres undefined)	8.2%&2.0%	9.5%	0.7%	-15.6%	4.2%	-3.8%	-7.4%[38.3 µM]
Cn1nc(C(F)(F)F)c(-c2cccc(C(F)(F)F)c2)c1NC(=O)c1cccnc1	nt	-7.2%[9.22 µM]	nt	0.5%[10 µM]	nt	3.6%	nt
CC(C)(C)c1nc2scc(-c3ccc(Br)cc3)c2c(=O)o1	7.6%	-3.1%	-4.2%	9.8%[10 µM]	nt	-5.1%	-4.0%
COc1ccccc1C1CC(=O)NC(C)=C1C(=O)OCC(C)C (centres undefined)	-3.5%	-4.2%	-0.4%	-10.7%	25.1%	0.2%	1.3%[38.3 µM]
Cc1cccc(Nc2ncnc3c2cnn3C)c1	1.6%	-0.6%[9.22 µM]	2.4%	0.7%[10 µM]	?	0.0%	-5.2%
COCC(C)n1c(C)cc(C(=O)CSc2nnnn2-c2ccc(O)cc2)c1C (centres undefined)	0.5%	-30.0%	0.3%	1.0%[10 µM]	?	6.3%	3.3%
Cn1c(Cn2c(=O)sc3ccccc32)nnc1SCc1ccccn1	nt	1.5%	nt	8.6%	-1.0%	1.5%	nt
Cc1ccc2nc(-c3ccncc3)cc(C(=O)NCCc3ccc(F)cc3)c2c1	5.1%	-15.6%	-2.2%	3.8%[10 µM]	?	0.6%	11.5%
Cc1c(NS(=O)(=O)c2ccc(NC3CCCC3)c([N+](=O)[O-])c2)c(=O)n(-c2ccccc2)n1C	-6.9%	16.1%	1.7%	-9.4%[1.9 µM]	-6.4%	-2.0%	3.5%
Cc1ccccc1/C=N/Nc1nc2ccccc2c(=O)n1O	nt	-4.1%[9.22 µM]	nt	-1.0%[10 µM]	nt	0.6%	nt
COc1ccc(-c2cc(C(F)(F)F)n3ncc(C(=O)NCC4CCCO4)c3n2)cc1OC (centres undefined)	-17.9%	?	0.7%	1.1%	11.9%	-2.3%	?

Two records picked at random from those above, as already listed:
SMILES	SMN2 splice enh	HttQ103 aggreg	Luc counter	HTT ATP protect	LMNA splice mod	CBFb RUNX1 block	IMPase Li cell
O=[N+]([O-])c1nn(-c2ccc3c(c2)OCCO3)n(O)c1=NCc1ccc(F)cc1Cl	3.55µM*	-8.6%	2.0%	-34.4%[inhibitor]	?	-1.9%	-3.1%
Cc1ccc2nc(-c3ccncc3)cc(C(=O)NCCc3ccc(F)cc3)c2c1	5.1%	-15.6%	-2.2%	3.8%[10 µM]	?	0.6%	11.5%
